IDE cell inh = inhibitors of human insulin-degrading enzyme in cells; AID 434962; HEK cells, FAbetaB cleavage, fluorescence polarization; actives 0.41% (n = 320,000); inhibition, % at 5.59 µM;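 active means percent inhibition above the average of all tested compounds plus 3 SD, set per screening campaign, cut at about 16% in these data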;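 further: IDE supplied by intact live HEK cells; FP after avidin binding of uncleaved biotin substrate so inhibition keeps polarization high; 0% = DMSO wells and 100% = 60 µM reference IDE inhibitor Ii1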
Target sequence (P14735 whole entry, looked up): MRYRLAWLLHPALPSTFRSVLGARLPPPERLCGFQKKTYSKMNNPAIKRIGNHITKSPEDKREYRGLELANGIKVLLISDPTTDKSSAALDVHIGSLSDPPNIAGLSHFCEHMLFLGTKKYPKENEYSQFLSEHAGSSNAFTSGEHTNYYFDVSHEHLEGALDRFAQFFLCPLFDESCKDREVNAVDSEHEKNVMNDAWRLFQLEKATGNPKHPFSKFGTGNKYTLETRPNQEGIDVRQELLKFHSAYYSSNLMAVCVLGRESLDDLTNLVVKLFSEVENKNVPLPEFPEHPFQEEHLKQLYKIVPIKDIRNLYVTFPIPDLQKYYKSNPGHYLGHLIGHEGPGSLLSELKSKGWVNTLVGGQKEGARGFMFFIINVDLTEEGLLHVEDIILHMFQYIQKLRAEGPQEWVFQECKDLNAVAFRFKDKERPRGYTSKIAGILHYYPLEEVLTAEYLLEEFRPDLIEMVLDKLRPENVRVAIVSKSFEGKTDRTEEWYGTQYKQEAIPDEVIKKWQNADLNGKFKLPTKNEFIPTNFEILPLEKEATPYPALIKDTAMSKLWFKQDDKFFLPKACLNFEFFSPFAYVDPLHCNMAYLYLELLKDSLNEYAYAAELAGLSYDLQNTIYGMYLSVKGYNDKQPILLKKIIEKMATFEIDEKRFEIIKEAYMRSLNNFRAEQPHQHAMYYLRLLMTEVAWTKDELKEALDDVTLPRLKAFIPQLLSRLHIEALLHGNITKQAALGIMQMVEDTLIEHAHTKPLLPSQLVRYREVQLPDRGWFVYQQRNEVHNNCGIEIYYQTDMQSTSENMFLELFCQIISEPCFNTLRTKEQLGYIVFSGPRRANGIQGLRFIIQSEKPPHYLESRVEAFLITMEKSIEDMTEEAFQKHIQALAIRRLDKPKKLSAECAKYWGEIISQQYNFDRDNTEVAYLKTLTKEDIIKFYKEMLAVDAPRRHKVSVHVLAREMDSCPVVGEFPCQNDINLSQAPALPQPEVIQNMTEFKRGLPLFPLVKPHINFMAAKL
SUMO HTRF inh = blocks human SUMOylation mediated by UBC9 | P63279 | HTRF SUMOylation assay, SAE1/SAE2 + UBC9, in vitro | inhibition, % at 35 µM | actives 0.36% (n = 290,000) | AID 2006; in the data active means inhibition above about 50%, passing the limit was not always enough; further: strong numbers were not always called active
GalR3 antag = antagonists of human GalR3 | O60755 | AID 651719 | HEK293 GalR3-CNG cAMP membrane potential fluorescence; galR3 body fused to GalR1 C-terminus | inhibition, % at 3 µM | actives 0.44% (n = 360,000);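 active means inhibition above the screen-wide average plus 3 SD, cut at about 13% in these data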;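 further: forskolin and galanin both at EC90 stimulate the cells; cAMP rise reported by CNG channel membrane potential dye signal; 0% = forskolin plus galanin with DMSO and 100% = forskolin alone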
HCV NS3 hel inh = blocks Hepatitis C virus NS3 helicase unwinding; NS3 helicase DNA unwinding, Cy5 molecular beacon fluorescence; inhibition, % at 10.9 µM; actives 0.56% (n = 290,000); AID 1800;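 active means inhibition above the mean of all tested compounds plus 3 SD, set per campaign, cut at about 35% in these data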;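 further: 0% = DMSO wells and 100% = thioflavine S control wells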
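test system = hepatitis C virus NS3 helicase domain fragment enzyme | reagent = annealed dual-labelled DNA beacon duplex, ATP-started | times = 1 h at 25 °C | detection = Cy5 fluorescence, 0 and 60 min reads | read-out basis = percent inhibition from t60/t0 fluorescence ratio | control set = DMSO and thioflavine S | replication = one well per compound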
VIM-2 inh = inhibitors of Pseudomonas aeruginosa VIM-2 metallo-beta-lactamase | purified VIM-2, nitrocefin hydrolysis, epi-absorbance fluorescence | inhibition, % at 5.6 µM | AID 1527 | actives 0.89% (n = 290,000);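 active means inhibition above the mean of all tested compounds plus 3 SD, cutoff set per screening run, cut at about 7.5% in these data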;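 further: red hydrolysis product quenches plate fluorescence so inhibitors raise well fluorescence; 0% = enzyme with DMSO and 100% = DMSO without enzyme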
CRFR2-BP antag = CRF-BP/CRF-R2 complex antagonism. HEK293 CRF-R2/CRF-BP, CRF-induced calcium fluorescence. inhibition, % at 11.8 µM. actives 0.59% (n = 350,000). AID 588475;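 active means inhibition of the ligand-induced calcium signal above about 50% at the single tested concentration, limit read from the data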
IDE cell activ = activators of human insulin-degrading enzyme in cells. actives 0.073% (n = 340,000). activation, % at 5.96 µM. HEK cells, FAbeta-B cleavage, fluorescence polarization; 0% vehicle, 100% cell-free pure enzyme wells;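 active means activation above the mean of all tested compounds plus 3 SD, set per screening campaign, cut at about 17% in these data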
p-CIP stab down = compounds decreasing mouse p/CIP protein stability. F442A p/CIP-EGFP cells, EGFP fluorescence, 16 h. actives 0.01% (n = 290,000). decrease of EGFP signal, % at 10 µM. AID 1984. Q05BA5;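 active means EGFP signal decrease of at least 30% at 10 µM or well 3 SD below plate mean, unless failing retest; inactive means the rest, including hits failing retest or dose response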; further: some compounds called inactive have numbers as strong as hits; many of its hits are not listed in these tables
IMP-1 inh = blocks Pseudomonas aeruginosa IMP-1 metallo-beta-lactamase | purified IMP-1, nitrocefin hydrolysis, epi-absorbance fluorescence | inhibition, % at 5.6 µM | actives 0.45% (n = 290,000);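 active means inhibition above the mean plus 3 SD of all compounds in the same screening run, cut at about 4.5% in these data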;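 further: 0% = IMP-1 with DMSO and 100% = DMSO wells lacking enzyme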
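Material – recombinant IMP-1 enzyme, purified · Amount – IMP-1 0.2 nM before substrate addition · Medium – HEPES buffer pH 7.1 with ZnSO4 and Brij 35 · Timing – 25 °C, 15 min preincubation, 25 min reaction · Measured by – plate fluorescence quenching by hydrolysis product, ex 480/em 530 nm · Read-out – percent enzyme inhibition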
* hit, by the source's call; x = no result given.

item	compound	IDE cell inh	SUMO HTRF inh	GalR3 antag	HCV NS3 hel inh	VIM-2 inh	CRFR2-BP antag	IDE cell activ	p-CIP stab down	IMP-1 inh
1	COc1ccc(C2=NN(C(=O)CSC3=NN4CCCC(=O)N=C4S3)C(c3cccc(OC)c3OC)C2)cc1 (stereo unspecified)	1	6	x	-2	-6.0	-16	0	-20	-4.0
2	COC(=O)c1ccc(CNC(=O)c2c3c(nc4ccccc24)CCN(Cc2ccccc2)C3)cc1	7	11	-2	-44	-2.6	28	4	-14	-4.4
3	CCCc1nc2ccccc2c(C(=O)OCC(=O)Nc2ccc(S(=O)(=O)N3CCOCC3)cc2)c1CC	0	-39	-3	-18	-3.1	-22	8	-11	-3.1
4	COC(=O)c1ccccc1NC(=O)N1CCN(c2ccc(F)cc2)CC1	6	15	-2	-4	1.5	18	-3	0	-0.7
5	CCOc1cc(/C=N/NC(=O)c2cccc(S(=O)(=O)N3CCCC3)c2)ccc1OCC(=O)N(C)C	-4	x	-5	x	x	9	2	x	x
6	CCN1/C(=C/c2cc[n+](CCCS(=O)(=O)[O-])c3ccccc23)Sc2ccccc21	26*	10	-3	11	-0.2	9	-8	-234	-3.4
7	C[C@]12CC[C@@H]3c4ccc(O)cc4CC[C@H]3[C@@H]1CC[C@@H]2O	2	4	x	-6	-2.7	1	8	-10	-2.6
8	CC(c1ccc(O)cc1)(c1ccc(O)cc1)c1ccc(CCBr)cc1	2	-6	-6	-1	0.2	20	3	5	-0.5
9	C#CCOCCOCCOCCNc1nc(N2CCN(C(=O)[C@H](CCCN=C(N)N)n3cc(C(N)[C@@H](C)CC)nn3)CC2)nc(N2CCN(C(=O)[C@H](CO)n3cc([C@@H](N)C(C)C)nn3)CC2)n1 (stereo partly specified)	6	x	-7	x	x	10	-1	x	x
10	Cc1ccc(CN2CCN(Cc3cn[nH]c3C3CCCCC3)CC2CCO)cc1 (stereo unspecified)	9	9	-6	-16	-1.9	-11	3	-7	-1.9
11	COc1ccc(-c2nn(CCC(=O)O)cc2CCC(=O)O)cc1	9	14	-1	5	-0.7	-2	-2	-6	-2.4
12	CCc1nc2ccc(C(=O)N3CCN(c4cccc(OC)c4)CC3)cc2nc1CC	-4	-18	-6	-11	-1.6	18	0	6	-3.3

Entries of single compounds, quoted from the list. Order of screens: IDE cell inh | SUMO HTRF inh | GalR3 antag | HCV NS3 hel inh | VIM-2 inh | CRFR2-BP antag | IDE cell activ | p-CIP stab down | IMP-1 inh
Entry for CCOc1cc(/C=N/NC(=O)c2cccc(S(=O)(=O)N3CCCC3)c2)ccc1OCC(=O)N(C)C → -4 | x | -5 | x | x | 9 | 2 | x | x
Entry for C#CCOCCOCCOCCNc1nc(N2CCN(C(=O)[C@H](CCCN=C(N)N)n3cc(C(N)[C@@H](C)CC)nn3)CC2)nc(N2CCN(C(=O)[C@H](CO)n3cc([C@@H](N)C(C)C)nn3)CC2)n1 (stereo partly specified) → 6 | x | -7 | x | x | 10 | -1 | x | x

(further entries)
item	compound	IDE cell inh	SUMO HTRF inh	GalR3 antag	HCV NS3 hel inh	VIM-2 inh	CRFR2-BP antag	IDE cell activ	p-CIP stab down	IMP-1 inh
13	Cc1ccc(C(=O)OCC(=O)N(C)C2CCS(=O)(=O)C2)cc1S(=O)(=O)N1CCOCC1 (stereo unspecified)	-1	x	-3	x	x	4	0	x	x
14	CC1(C)CC(CCC(=O)Nc2ccccc2Cl)C(=O)O1 (stereo unspecified)	2	-1	x	5	-3.2	30	-2	-8	-4.1
15	COc1ccc(CCN=C(N)NS(=O)(=O)c2ccc3ccccc3c2)cc1	-2	-3	-3	3	-2.9	-24	5	0	-2.2
16	CCN(CC)C(=O)N1CCN(Cc2ccc3c(c2)OCO3)CC1	-5	-4	-3	4	-0.6	-9	-1	17	-1.5
17	COC(=O)N/N=C/c1cc(Cl)cc(Cl)c1OCc1ccccc1F	0	-11	-6	15	0.5	-26	6	-6	-0.2
18	CC1CCN(c2ccc(/C=N/n3nnnc3N)cc2[N+](=O)[O-])CC1	-1	27	-4	-7	0.9	-11	6	-19	-1.4
19	O=C(c1cc(Sc2cccc(Cl)c2)nc2ccccc12)N1CCN(c2ccccn2)CC1	-1	-7	-2	-1	-1.8	-3	5	-18	-2.5
20	Cc1cccc(-c2cc3nc(C)cc(N4CC(C)CC(C)C4)n3n2)c1 (stereo unspecified)	-2	4	1	-1	-1.5	-30	-1	15	-3.5
21	Cc1[nH]nc(NNC(=O)c2ccccc2)c1[N+](=O)[O-]	4	11	-4	1	-3.2	-6	x	-14	-3.9
22	O=C(NCCc1ccccc1)C1CC(c2ccccc2O)=NO1 (stereo unspecified)	0	3	-2	5	-3.7	-2	4	-8	-5.7
23	CN(C)c1ccc(NC(=O)Nc2ccc3c(c2)nnn3C)cc1	6	-6	-1	12	-1.9	15	4	-10	-4.5
24	CC12CCC(=O)N1C(C(=O)Nc1ccccc1F)CS2 (stereo unspecified)	7	x	-1	x	x	13	0	x	x
25	O=C(N/C(=C/c1cccnc1)C(=O)N1CCCCCC1)c1ccccc1	-2	-2	-7	-9	-1.2	-7	3	-4	-1.7
26	CC(C)c1ccc(/C=C/C(=O)Nc2ccc(CN3CCOCC3)cc2)cc1	13	4	-4	-55	-2.8	-11	x	-10	-2.8
27	CCn1cnc2c1c(=O)n(Cc1ccc(C(=O)OC)cc1)c(=O)n2Cc1ccccc1	-1	-10	-8	-14	-2.1	1	1	2	-2.0
28	CCCn1c(SCC(=O)NC(=O)NC(C)(C)C)n[nH]c1=O	-1	18	-3	16	-2.4	-6	0	2	-2.3
29	O=C(NC(=S)Nc1ccc2[nH]c(=O)[nH]c2c1)c1cc(Br)ccc1Cl	0	4	-4	6	-0.7	-2	-5	15	1.9
30	Cc1ccc(N2C(=O)/C(=C\c3ccco3)SC2=S)cc1	2	27	-2	31	-2.2	-14	-1	-16	1.6
31	CC(=O)Nc1ccc(S(=O)(=O)N2CCc3ccccc3C2)cc1	-2	5	-5	-3	-2.6	-1	1	-10	-2.6
32	COc1ccc(CNC(=O)c2ccccc2SCC(=O)NCc2ccco2)cc1	1	x	-8	x	x	11	-6	x	x
33	COc1ccc(C(=O)NCC(=O)N=Nc2c(O)n(Cc3ccccc3)c3ccccc23)cc1OC	4	0	-4	-14	1.2	-13	-2	-14	-2.2
34	Cc1ccc(O)c(N=NC2=C(O)CC(C)(C)CC2=O)c1	0	-9	-1	-4	-6.8	-2	9	-10	-6.2
35	CN(C)c1ccc(N=Nc2nc3ccccc3n2C)cc1	2	-27	-3	-21	-9.7	16	0	-9	-12
36	O=c1[nH]c(SCc2cccc(Cl)c2)nc2c1CCCC2	1	7	-1	-2	-0.6	-19	8	-6	-3.3
37	O=c1[nH]c(C2CCCN(S(=O)(=O)c3ccccc3F)C2)nc2c1nnn2Cc1ccccc1Cl (stereo unspecified)	-1	14	-5	-6	-0.9	7	2	-7	-0.7
38	CCOC(=O)Nc1oc2ccccc2c(=O)c1CN1CCOCC1	6	1	1	-3	-1.4	-4	2	-6	-1.8
39	Cc1nc2cnccc2n1C	0	-3	-2	-9	-1.3	24	5	-2	-3.1
40	COc1ccc(Nc2nc3ccccc3nc2NS(=O)(=O)c2ccc(NC(C)=O)cc2)cc1	1	2	-2	-2	-3.4	-9	3	-13	-1.4
41	Cn1c(=O)c2[nH]c(CN3CCN(Cc4ccccc4)CC3)nc2n(C)c1=O	7	16	-2	2	-3.5	-3	-1	-2	-3.3
42	O=C(COc1cccnc1[N+](=O)[O-])N1CCC(Cc2ccccc2)CC1	4	x	-2	x	x	4	2	x	x
43	Cc1ccc2nc(Cl)c3nnnn3c2c1	5	10	x	-16	1.8	-39	-5	1	-2.0
44	COc1ccc(NC2=C(C(C)=O)C(c3ccc(OC)c(OC)c3)C(C(C)=O)C(C)(O)C2)cc1 (stereo unspecified)	5	2	-3	-1	-0.8	8	6	-9	-1.3
45	Cc1ccc(C)c(S(=O)(=O)N2CCN(C(C(=O)Nc3ccc(F)cc3)c3ccccc3)CC2)c1 (stereo unspecified)	2	-22	-4	0	-0.2	-8	4	5	-1.7
46	O=C(c1ccc2[nH]c(=O)c(=O)[nH]c2c1)N1CCN(Cc2ccccc2)CC1	-5	16	-9	5	-0.9	-4	3	-6	-1.6
47	CCNC(=O)C1CCCc2c1[nH]c1ccc(Cl)cc21 (stereo unspecified)	-5	0	x	10	-1.3	-67	2	6	-1.8
48	Cc1cc(-c2ccc(C(C)C)c(S(=O)(=O)N3CC(=O)Nc4ccccc43)c2)on1	3	8	3	-13	-0.1	-17	-6	2	-1.4

Given with two lines to a compound: entries from further up.
Screens in order: IDE cell inh | SUMO HTRF inh | GalR3 antag | HCV NS3 hel inh | VIM-2 inh | CRFR2-BP antag | IDE cell activ | p-CIP stab down | IMP-1 inh
[48] Cc1cc(-c2ccc(C(C)C)c(S(=O)(=O)N3CC(=O)Nc4ccccc43)c2)on1
 : 3 | 8 | 3 | -13 | -0.1 | -17 | -6 | 2 | -1.4
[40] COc1ccc(Nc2nc3ccccc3nc2NS(=O)(=O)c2ccc(NC(C)=O)cc2)cc1
 : 1 | 2 | -2 | -2 | -3.4 | -9 | 3 | -13 | -1.4

The results go on:
item	compound	IDE cell inh	SUMO HTRF inh	GalR3 antag	HCV NS3 hel inh	VIM-2 inh	CRFR2-BP antag	IDE cell activ	p-CIP stab down	IMP-1 inh
49	CCOC(=O)N1CCN(C(=O)Cc2cccs2)CC1	-3	-5	0	-5	-1.2	-4	5	4	-2.9
50	Cc1c(C(=O)N(C)C(C)c2ccccn2)oc2c(F)cccc12 (stereo unspecified)	-1	-1	-1	2	-0.9	-3	-1	-11	1.6
51	CC(Oc1ccc(Cl)cc1)c1ccc(C#N)c(=O)[nH]1 (stereo unspecified)	-4	8	-7	-18	-0.3	6	0	2	0.0
52	Cc1cc(NC(=O)c2ccccc2NS(=O)(=O)c2c(C)c(C)cc(C)c2C)no1	10	10	0	-10	-1.6	-18	0	-24	-1.6
53	CC(C)C(=O)Nc1cccc(-c2cn3ccccc3n2)c1	0	9	-3	3	-1.8	7	6	-3	-2.8
54	CN1C(=S)SC(C)(C)C1/[N+]([O-])=C/c1cccnc1 (stereo unspecified)	4	3	-3	23	2.5	6	4	-2	-1.1
55	Cc1sc(NC(=O)C2C3CCC(O3)C2C(=O)O)nc1-c1ccc(CC(C)C)cc1 (stereo unspecified)	0	10	-1	-7	-0.7	38	4	-15	-1.6
